# Compound activity from PubChem BioAssay.
# Cardiac RTF inh: cardiac RTF calcium sensitivity inhibitors, primary screen, biochemical, IANBD-TnC fluorescence, EC70 calcium | Troponin I, cardiac muscle (Homo sapiens) + Troponin T, cardiac muscle (Homo sapiens) + … | IANBD-labeled cardiac RTF, Ca2+ fluorescence | inhibition, % at 7.15 µM | 340,000 compounds, 0.12% hits | AID 493244, 2011;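 active = inhibition above the mean inhibition of all tested compounds plus 3 SD, cut at about 17% in these data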;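 note: assay run at fixed EC70 calcium of 1.6 mM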
# Keap1 Nrf2 FP: Keap1-Nrf2 protein-protein interaction inhibitors, primary screen, biochemical, fluorescence polarization, single point; Keap1 Kelch-Nrf2 peptide fluorescence polarization, 1536-well; inhibition, % at 9.4 µM; 340,000 compounds, 0.15% hits; AID 504523, 2011; Kelch-like ECH-associated protein 1 (Homo sapiens), Q14145; in the data active = inhibition above about 12%;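 note: human Keap1 Kelch domain with fluorescein labeled Nrf2 9mer peptide probe; 0% = neutral control wells and 100% = peptide positive control; higher means more block of Keap1 binding to Nrf2 peptide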
# PvdQ acylase: P. aeruginosa PvdQ acylase inhibitors, primary screen, biochemical, fluorescence, plate reader and imaging, single point. purified PvdQ acylase. inhibition, % at 10 µM. 340,000 compounds, 0.063% hits. AID 488965, 2010. PvdQ acylase [Pseudomonas aeruginosa LESB58]; in the data active = inhibition above about 30%, passing the limit was not always enough;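 note: 0% = vehicle neutral wells and 100% = reference inhibitor wells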
# PKA-R2B activ: activators of PKA-R2B holoenzyme, primary screen, biochemical, fluorescence polarization, Cy5-IP20, human; 340,000 compounds, 0.079% hits; AID 504700, 2011; PKA-R2B holoenzyme dissociation; R2B truncated from residue 108, S112A mutant; 0% DMSO only, 100% 113 µM cGMP; cAMP-dependent protein kinase catalytic subunit beta (Homo sapiens) + cAMP-dependent …; activation, % at 11.4 µM;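 active = activation above a cutoff set at the mean over all compounds plus 3 SD, cut at about 18% in these data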;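 note: higher means more holoenzyme dissociation and a rise in polarization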
# Target sequence (P31323 whole entry, looked up, other chains not shown, the tested form may be a part): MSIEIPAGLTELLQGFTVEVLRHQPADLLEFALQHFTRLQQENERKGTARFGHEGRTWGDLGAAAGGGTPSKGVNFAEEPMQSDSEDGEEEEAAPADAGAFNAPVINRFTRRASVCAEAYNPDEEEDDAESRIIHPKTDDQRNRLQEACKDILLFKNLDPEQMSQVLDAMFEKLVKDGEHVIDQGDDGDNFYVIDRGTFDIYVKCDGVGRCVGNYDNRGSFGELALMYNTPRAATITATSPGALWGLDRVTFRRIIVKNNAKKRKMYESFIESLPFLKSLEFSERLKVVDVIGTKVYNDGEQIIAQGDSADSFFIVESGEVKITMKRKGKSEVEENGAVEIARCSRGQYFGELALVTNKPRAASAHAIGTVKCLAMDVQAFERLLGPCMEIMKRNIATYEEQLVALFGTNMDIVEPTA
# DAGLB inhibitor: DAGLB lipase inhibitors, primary screen, biochemical, fluorescence, HTS; Diacylglycerol lipase-beta (Homo sapiens), Q8NCG7; HEK293T DAGLB membrane lysate, EnzChek fluorogenic substrate; inhibition, % at 5.17 µM; 340,000 compounds, 0.059% hits; AID 504411, 2011; in the data active = inhibition above about 34%;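 note: 0% = enzyme with vehicle and 100% = wells lacking enzyme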
# SR-BI DiI inh: inhibitors of SR-BI mediated HDL lipid uptake, primary screen, ldlA[mSR-BI] cells, fluorescence, single point | Scavenger receptor class B member 1 (Mus musculus), Q61009 | ldlA[mSR-BI] CHO cells, DiI-HDL uptake fluorescence, 3 h | inhibition, % at 12.5 µM | 320,000 compounds, 0.96% hits | AID 488896, 2010;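 active = mean replicate inhibition of at least 70% and a set share of replicates each scoring 70 or more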;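 note: 0% = median of neutral control wells and 100% = median of positive control wells; values of inactives mirror those of a sister screen read the other way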
# Target sequence (Q61009 whole entry, looked up): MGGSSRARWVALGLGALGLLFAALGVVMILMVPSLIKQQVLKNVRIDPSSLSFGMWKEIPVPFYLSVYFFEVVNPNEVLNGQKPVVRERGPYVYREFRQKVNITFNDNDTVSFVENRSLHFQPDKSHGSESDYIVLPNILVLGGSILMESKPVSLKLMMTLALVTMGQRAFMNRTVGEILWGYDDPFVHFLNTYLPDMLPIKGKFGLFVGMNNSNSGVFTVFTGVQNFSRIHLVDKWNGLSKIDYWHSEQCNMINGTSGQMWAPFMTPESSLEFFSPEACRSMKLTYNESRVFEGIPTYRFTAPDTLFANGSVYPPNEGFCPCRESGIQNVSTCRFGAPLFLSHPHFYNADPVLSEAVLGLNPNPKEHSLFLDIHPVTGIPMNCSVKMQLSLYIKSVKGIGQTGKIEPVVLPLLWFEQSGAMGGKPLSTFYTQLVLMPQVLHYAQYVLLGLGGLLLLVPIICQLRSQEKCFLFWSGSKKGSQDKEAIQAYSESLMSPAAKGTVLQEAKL
# SR-BI DiI-HDL act: activators of SR-BI mediated DiI-HDL uptake, primary screen, ldlA[mSR-BI] CHO cells, DiI fluorescence; 3 h; 100 = double the neutral-control signal; activation, % at 12.5 µM; 320,000 compounds, 0.096% hits;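 active = mean replicate activation of at least 60% and every replicate at or above 60%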;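 note: 0% = median plate neutral-control signal and 100% = twice that signal; values of inactives mirror those of a sister screen read the other way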
#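 Test system: SR-BI-overexpressing, LDLR-lacking CHO cells; Also added: labelled HDL, 10 µg/mL; Measured by: bottom-read cell fluorescence after medium removal, ex 550/em 595 nm; Timing: 3 h uptake period with compound, 37 °C; Buffer or medium: F12, 0.5% BSA, 25 mM HEPES; Doses: single compound concentration, delivered by pin transfer.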
# NSD2 inh: NSD2 histone methyltransferase inhibitors, primary screen, biochemical, AlphaScreen, single concentration, set 2; 310,000 compounds, 0.54% hits; NSD2 peptide methylation, 120 min; inhibition, % at 12.5 µM; in the data active = inhibition above about 50%
# Arrestin-AP2 inh: inhibitors of beta-arrestin/AP2 binding, primary screen, biochemical, GPCR trafficking, flow cytometry; beta-arrestin 1 C-terminal peptide binding to AP2 beta2-adaptin appendage (human); FITC-arrestin peptide / GST-AP2 beads; AP2 beta2 appendage carries R879A mutation; inhibition, % at 10 µM; 340,000 compounds, 0.31% hits; AID 504490, 2011;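 active = inhibition above a set limit, near 3 SD of compounds lacking own fluorescence, cut at about 54% in these data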;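 note: plate controls were DMSO wells for no effect and 5 µM unlabelled arrestin peptide for full effect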
#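 System: GST-AP2 R879A glutathione beads; medium: PBS, Tween 20 0.05%, BSA 0.1%; reagent: fluorescein-tagged arrestin peptide at 50 nM final; schedule: pre-incubation 12 min, peptide binding 1 h, room temperature; detection: flow cytometry, FL1 (488/535 nm); read-out: inhibition as reduced fluorescein signal on beads, percent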
# LANA DNA inh: inhibitors of KSHV C-LANA binding to DNA, primary screen, biochemical, fluorescence polarization, FAM-LBS DNA, MBP-C-LANA, single point; inhibition, % at 9 µM; 340,000 compounds, 0.078% hits; Kaposi's sarcoma herpesvirus LANA C-terminal domain (residues 932-1162) DNA binding;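 active = highest replicate inhibition at or above 60% at 9 µM, even if other replicates fall short; inactive = all replicates below 60% inhibition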;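 note: 0% = neutral control wells and 100% = 4 µM acridine orange control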
# Active calls of the source: *; i = inactive; . = no result given. An unsorted share of the library; any-hit rate near 2.1%.
SMILES,Cardiac RTF inh,Keap1 Nrf2 FP,PvdQ acylase,PKA-R2B activ,DAGLB inhibitor,SR-BI DiI inh,SR-BI DiI-HDL act,NSD2 inh,Arrestin-AP2 inh,LANA DNA inh
O=C(c1ccccc1F)N1CCN(c2ncccn2)CC1,-12,3,-6,-10,-2,22,-22,0,-1,2.3
O=C(CNC(=O)c1ccc(F)cc1)NCc1ccc(Cl)cc1,1,-1,-11,5,-1,-22,22,3,-1,1.5
CCC(CC)CN1CCC(CN2CCNC(=O)C2=O)CC1,-10,9,11,-3,-2,-11,11,.,9,1.0
Cc1ccc2c(c1)sc1nc(=O)n(-c3ccc(Cl)cc3)c(=O)n12,-10,4,-11,4,-1,8,-8,8,8,0.7
O=C1C=C(O)c2cccc3cccc1c23,-3,9,3,3,3,-12,12,2,3,12
O=C(CCCCCn1c(=S)[nH]c2cc3c(cc2c1=O)OCO3)N1CCN(Cc2ccccc2)CC1,-4,-1,-4,-8,0,32,-32,15,17,-1.3
Cc1ccc(CC(NC(=O)c2ccccc2)C(=O)NC(CC(C)C)C(=O)O)cc1 (configuration not stated),-7,-4,-23,-3,1,-14,14,24,1,0.5
COC(=O)c1cccc(NC(=O)Cn2cnc3ccccc3c2=O)c1,-3,-4,-5,2,-2,-3,3,-1,9,-0.8
CC1=NN(c2ccccc2)C(=O)/C1=C\c1cn(C)c2ccccc12,3,0,-6,2,21,5,-5,.,26,0.9
NS(=O)(=O)c1ccc(CCNS(=O)(=O)c2cccc(C(=O)O)c2)cc1,-14,5,-13,0,1,.,.,-2,-18,-1.6
CCOC(=O)c1nc(-c2ccc(OC)c(OC)c2)cnc1C#N,-7,0,-12,-2,0,5,-5,31,-3,0.0
OCCC#Cc1ccc(CN2CCN(Cc3ccccc3)C(CCO)C2)cc1 (configuration not stated),1,-2,-9,-15,0,15,-15,-5,6,-1.0
CC(C)(C)c1ccc(OCCOCCn2cnc3ccccc3c2=O)cc1,-4,1,-12,-4,-8,-13,13,-3,8,-3.3
CC(=O)Oc1ccc(-c2nc3ccccc3c(=O)o2)cc1,3,-1,-4,2,0,-27,27,-1,9,2.1
Cc1nn(C)c(Cl)c1CN1CCC(Oc2ccc(C(=O)N3CCCC3)cc2)CC1,-7,-5,-10,7,0,-6,6,2,8,1.4
COC(=O)c1c(NC(=O)/C=C/C(=O)O)sc(C)c1-c1ccc(C(C)C)cc1,-8,0,-5,5,17,-23,23,19,57*,0.4
O=C(CCS(=O)(=O)c1ccccc1)N(CCCN1CCOCC1)c1nc2ccc(F)cc2s1,5,-56,-8,1,-1,-18,18,-4,-14,0.6
COc1ccccc1S(=O)(=O)c1c(C)cc(C)[nH]c1=O,-13,3,8,-2,-2,-13,13,-1,16,0.0
O=C(C1CC(c2ccccc2O)=NO1)N1CCCCC1 (configuration not stated),0,-1,-7,12,-3,-1,1,-4,14,0.1
Cc1ccccc1NS(=O)(=O)c1ccc(C)c(C(N)=O)c1,-6,-1,-18,6,2,-2,2,0,-7,0.2
Cc1cccc(OCCn2c(NC(=O)c3ccco3)nc3ccccc32)c1,8,2,-5,7,-5,26,-26,0,-1,-1.9
CC(=O)Nc1ccc2c(c1)-c1ccc(F)cc1C2=O,-3,2,-6,-1,4,14,-14,-1,-4,1.9
Cc1ccc2nc(C(F)OC(F)(F)F)[nH]c2c1 (configuration not stated),-2,-2,15,-17,-1,-16,16,-7,-8,0.3
CC1=CC(C)(C)Nc2ccc(OC(=O)CCN3C(=O)c4ccccc4C3=O)cc21,-15,0,-8,-3,1,-18,18,15,-128,-1.0
CCC1CCCN1Cn1cnc2c([nH]c3ccc(Cl)cc32)c1=O (configuration not stated),3,5,-12,-4,2,-10,10,14,-12,0.3

# (further entries)
SMILES,Cardiac RTF inh,Keap1 Nrf2 FP,PvdQ acylase,PKA-R2B activ,DAGLB inhibitor,SR-BI DiI inh,SR-BI DiI-HDL act,NSD2 inh,Arrestin-AP2 inh,LANA DNA inh
CC1CCN(C(=O)c2cc(F)c(F)cc2Cl)CC1,2,-2,-2,-4,1,-19,19,-5,1,0.2
CCCCCC(=O)Nc1cccc(C2=NOC3(C2)C[C@H](C(N)=O)N(C(=O)CCCCC)C3)c1 (some centres not stated),-16,-3,-12,-11,4,11,-11,.,-3,2.3
CCOC(=O)C(NC(=O)NC1CCCCC1)(c1ccccc1)C(F)(F)F (configuration not stated),-6,-2,-22,-2,-1,13,-13,-3,-5,0.7
Cc1cc(Nc2cccc(F)c2)nc(N2CCOCC2)n1,-1,-5,-10,-4,-2,37,-37,-3,-12,-0.2
Cn1c(=O)oc2cc(S(=O)(=O)NCc3ccncc3)ccc21,-15,-1,2,5,-3,-5,5,-9,25,-2.2
COc1cc(C(=O)NCCC(=O)NCc2ccc3c(c2)OCO3)cc(OC)c1OC,0,-3,6,1,0,-2,2,36,17,0.6
Cc1ccc(N2NC(=O)/C(=C\c3cc4c(cc3[N+](=O)[O-])OCO4)C2=O)cc1C,-1,2,19,1,18,12,-12,11,8,1.4
CSc1nc(N)nc(SCC(=O)C(C)(C)C)c1C#N,-4,0,-11,-9,-4,14,-14,-1,2,-0.2
CCOC(=O)/C(C#N)=C\N(C)C,-1,1,3,0,-2,-27,27,-2,2,-1.3
CCCNc1nc2c(c(=O)n(C)c(=O)n2C)n1CCCc1ccccc1,1,2,-12,0,-4,-8,8,1,-4,1.2
COc1ccc(OC)c(CN2CCN(c3ccccc3OC)CC2)c1,4,-4,-15,-9,-2,-3,3,-4,-7,1.0
CCOc1ccc(C(=O)NC(C(=O)NCC(c2cccs2)N(C)C)C(C)C)cc1 (configuration not stated),-4,0,0,-13,-7,-6,6,0,26,-0.7
Cc1cc(C)c(S(=O)(=O)N2CCN(C(=O)c3cccs3)CC2)c(C)c1,-3,2,12,-2,-2,13,-13,0,-4,-0.7
Cc1cccc(NC(=O)c2cccs2)n1,0,-3,-8,2,-2,-12,12,-1,-1,0.9
COc1ccc(C2/C=C\CN(C(=O)CC(C)C)CC(=O)N2Cc2ccc(F)cc2)cc1 (configuration not stated),-5,2,-10,-9,-2,-2,2,.,1,0.3
COCCCN1C(=O)c2[nH]nc(-c3ccccc3O)c2C1c1ccc(Cl)cc1 (configuration not stated),6,3,-3,-6,6,4,-4,-1,-1,-0.5
CC(=O)c1cccc(Oc2ncccn2)c1,-3,-7,-20,3,-1,5,-5,-3,2,1.5
COc1ccc2c(c1)OC[C@H]1[C@H]2N2C(=O)c3cc(OC)ccc3NC(=O)[C@@]2(C)[C@H]1c1ccccc1,1,-2,-8,-3,-2,73*,-73,.,-4,4.1
Cc1cccc(N2C(=O)c3cccc4c(N)ccc(c34)C2=O)c1,i,75*,-14,6,-193,-6,6,-21,-4,135*
CC(=O)Oc1c(C(=O)c2nnc(C)o2)c(=O)n(Cc2ccccc2)c2ccccc12,2,3,-9,-3,5,-6,6,2,14,2.7
O=C(Nc1ccc2[nH]c(=O)[nH]c2c1)C(F)(F)F,-1,4,6,-10,-2,-2,2,7,16,0.9
COc1ccc(Oc2nc(C(F)(F)F)nc3ccccc23)cc1,-3,1,15,0,-15,29,-29,19,-2,5.4
COc1ccc(-c2noc(N3CCCC(C(=O)Nc4ccc(F)cc4F)C3)n2)cc1 (configuration not stated),-9,-4,-11,-13,-5,24,-24,.,-2,-1.0
CC(=O)Nc1cccc(C(=O)OCc2ccc(C(=O)Oc3ccc(Cl)cc3)cc2)c1,-8,-3,-9,0,-8,31,-31,-5,6,0.8
CCc1ccc(-c2cc(C)no2)cc1S(=O)(=O)Nc1cc(C)on1,0,1,-4,-7,-2,-7,7,2,1,-0.4

# Continued:
SMILES,Cardiac RTF inh,Keap1 Nrf2 FP,PvdQ acylase,PKA-R2B activ,DAGLB inhibitor,SR-BI DiI inh,SR-BI DiI-HDL act,NSD2 inh,Arrestin-AP2 inh,LANA DNA inh
O=C(O)CCNC(=O)CCCn1nnc2ccccc2c1=O,2,3,-15,-6,2,-7,7,4,-17,0.4
O=C(c1ccccc1)N1CCN(Cc2ccccc2C(F)(F)F)CC1,1,-1,-7,0,-4,9,-9,0,-1,-1.8
O=C(Cn1c2ccccc2c(=O)c2cc([N+](=O)[O-])ccc21)Nc1ccccc1Cl,-3,-3,-15,2,4,17,-17,2,1,0.0
O=C(Nc1ccccc1N1CCCCC1)c1ccc2nccnc2c1,-2,2,8,5,-9,25,-25,1,27,-2.3
O=C(c1cccc(C(=O)N2CCc3ccccc32)n1)N1CCc2ccccc21,-2,-1,-8,-8,-2,-11,11,2,-3,1.2
C=C(C)Cn1c(NCCC)nc2c1c(=O)n(C)c(=O)n2C,0,-2,1,8,-4,-13,13,.,21,0.7
COc1ccc(S(=O)(=O)N2CCc3ccccc32)cc1C(=O)Nc1cccnc1,7,3,-11,-4,0,20,-20,-3,-7,0.6
CCOC(=O)N1CCN(C(=O)c2cc(COc3c(F)cccc3F)on2)CC1,-5,-4,-17,-6,-2,-10,10,0,1,-0.9
CC1(C)SC2c3ccccc3C(=O)N2[C@@H]1C(=O)O (some centres not stated),-16,0,-20,8,-3,-18,18,-3,-14,-3.1

# Exported bar-delimited: part of the list above
mol | Cardiac RTF inh | Keap1 Nrf2 FP | PvdQ acylase | PKA-R2B activ | DAGLB inhibitor | SR-BI DiI inh | SR-BI DiI-HDL act | NSD2 inh | Arrestin-AP2 inh | LANA DNA inh
C=C(C)Cn1c(NCCC)nc2c1c(=O)n(C)c(=O)n2C | 0 | -2 | 1 | 8 | -4 | -13 | 13 | . | 21 | 0.7
COc1ccc(S(=O)(=O)N2CCc3ccccc32)cc1C(=O)Nc1cccnc1 | 7 | 3 | -11 | -4 | 0 | 20 | -20 | -3 | -7 | 0.6
CCOC(=O)N1CCN(C(=O)c2cc(COc3c(F)cccc3F)on2)CC1 | -5 | -4 | -17 | -6 | -2 | -10 | 10 | 0 | 1 | -0.9
CC1(C)SC2c3ccccc3C(=O)N2[C@@H]1C(=O)O (some centres not stated) | -16 | 0 | -20 | 8 | -3 | -18 | 18 | -3 | -14 | -3.1
